Assay outcomes deposited in PubChem BioAssay by National Center for Advancing Translational Sciences (NCATS).
KDM5B inhibitor: Primary screen for KDM5B Histone Demethylases FDH-coupled qHTS. Lysine-specific demethylase 5B (Homo sapiens), Q9UGL1. KDM5B demethylase, FDH-coupled NADH fluorescence (FDH is formaldehyde dehydrogenase). Potency, µM (series often up to 57.7 µM), without a hit: at the top dose activity change, negative = inhibition, hits mostly inhibitors. 220,000 compounds, 2.6% hits; active = well fitted inhibition curve with a large enough effect; inconclusive = small, poorly fitted or top-dose-only effect; inactive = no such curve, though single readings can be large or run the other way; also: 0% is about no effect; nearly all actives have a fitted effect of over 70% in size
Target sequence (Q9UGL1 whole entry, looked up): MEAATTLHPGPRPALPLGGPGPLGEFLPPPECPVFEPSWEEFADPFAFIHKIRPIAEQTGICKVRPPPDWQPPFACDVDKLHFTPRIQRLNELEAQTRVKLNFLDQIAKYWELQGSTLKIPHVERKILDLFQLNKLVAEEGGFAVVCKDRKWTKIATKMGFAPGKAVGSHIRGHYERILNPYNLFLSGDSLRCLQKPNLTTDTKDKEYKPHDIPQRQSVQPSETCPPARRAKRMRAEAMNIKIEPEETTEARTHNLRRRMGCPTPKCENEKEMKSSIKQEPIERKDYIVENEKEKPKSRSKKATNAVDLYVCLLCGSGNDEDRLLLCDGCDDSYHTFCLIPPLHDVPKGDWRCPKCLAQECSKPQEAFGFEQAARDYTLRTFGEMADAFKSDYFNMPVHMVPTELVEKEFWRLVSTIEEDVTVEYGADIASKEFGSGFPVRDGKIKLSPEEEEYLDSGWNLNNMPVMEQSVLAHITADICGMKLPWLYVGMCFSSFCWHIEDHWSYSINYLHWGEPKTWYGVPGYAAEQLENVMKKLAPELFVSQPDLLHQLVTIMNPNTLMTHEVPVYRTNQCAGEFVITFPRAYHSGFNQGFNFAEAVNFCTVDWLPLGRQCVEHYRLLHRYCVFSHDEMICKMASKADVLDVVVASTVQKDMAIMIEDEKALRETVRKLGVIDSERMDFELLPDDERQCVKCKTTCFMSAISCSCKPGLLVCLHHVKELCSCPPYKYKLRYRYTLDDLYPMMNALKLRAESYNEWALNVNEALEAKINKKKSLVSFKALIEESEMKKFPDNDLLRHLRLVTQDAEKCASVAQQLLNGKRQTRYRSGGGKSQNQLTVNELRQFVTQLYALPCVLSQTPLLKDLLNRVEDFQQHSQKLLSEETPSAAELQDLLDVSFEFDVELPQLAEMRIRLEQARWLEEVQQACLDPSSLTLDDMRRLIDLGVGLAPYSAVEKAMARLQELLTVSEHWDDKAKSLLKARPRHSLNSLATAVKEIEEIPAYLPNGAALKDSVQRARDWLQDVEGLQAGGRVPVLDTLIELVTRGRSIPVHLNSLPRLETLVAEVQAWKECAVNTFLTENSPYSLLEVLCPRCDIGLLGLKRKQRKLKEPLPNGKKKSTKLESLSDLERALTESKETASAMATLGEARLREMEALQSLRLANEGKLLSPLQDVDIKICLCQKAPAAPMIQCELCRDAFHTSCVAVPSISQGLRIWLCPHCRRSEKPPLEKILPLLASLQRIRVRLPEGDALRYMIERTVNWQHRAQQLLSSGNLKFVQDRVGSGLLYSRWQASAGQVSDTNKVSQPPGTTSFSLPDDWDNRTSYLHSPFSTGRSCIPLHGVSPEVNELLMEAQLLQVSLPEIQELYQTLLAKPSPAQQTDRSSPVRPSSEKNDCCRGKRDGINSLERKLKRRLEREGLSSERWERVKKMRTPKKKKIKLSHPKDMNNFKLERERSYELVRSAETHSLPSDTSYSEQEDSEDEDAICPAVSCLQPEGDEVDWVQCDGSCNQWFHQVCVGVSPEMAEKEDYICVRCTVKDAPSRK
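Compound dilutions met 200 nM (final) KDM5BΔAP for 10 min at room temperature before substrate addition. The substrate mix held 12.5 µM H3K4me3 with cofactors 25 µM α-ketoglutarate and 50 µM Fe²⁺. NADH signal gain over 30 min defined activity.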
The depositor's hits bear a star; ? = inconclusive; & = joins results of further samples; [ ] = remark or other dose. Potency is read from the fitted curve at half-maximal effect. These rows are one share of the data, so the mix of outcomes need not match the whole.

SMILES	KDM5B inhibitor
CCOc1ccccc1NC(=O)N1CCCC(Cn2c(C3CC3)nc3cccnc32)C1 (stereo not given)	-16%
CC1(NC(=O)C2CC2)CN(Cc2nc(-c3cccc(F)c3)cs2)C1	3%[86.2 µM]
O=C1NC(C(=O)NCCCn2cccn2)Cn2cccc21 (stereo not given)	-7%
Cc1ccc(-c2cnco2)cc1	-4%
CC(=O)N1CC(n2cc(C(=O)NCC3CC3)nn2)C1	13%
CCOc1ccc(/C=C/C(=O)c2cccc(C#N)c2)cc1OC	-9%
O=C(CCc1cc(=O)[nH]o1)N[C@H](C1CCNCC1)C1CC(O)C1 (stereo not given in full)	0%
COc1ccccc1N1CCN(C(=O)c2cc3ccc4ccc(C)[nH]c4c3n2)CC1	?
CN1CCN(c2nc3c(c(=O)[nH]2)CCN(Cc2cc(F)ccc2F)CC3)CC1	-7%
COC[C@@H]1CN(C(=O)c2ccoc2C)C[C@H]1c1nc(C2CC2)no1	-11%
CC(=O)Nc1cc2cc(NS(=O)(=O)c3ccc(C)cc3)ccc2oc1=O	?
Cc1ccc(N2CCN(C(=O)[C@@]34CCCC[C@H]3N(C)C(=O)CC4)CC2)cc1	-6%
COc1cc(/C=N/O)ccc1OCC(=O)Nc1c(C)cc(C)cc1C	16%
CCCNc1c(NC(=O)NCCCOC)c(=O)oc2ccccc12	6%
Cc1ccc2c(c1)CCCN2C(=O)c1cc(C)nc2ccccc12	11%
Cc1cccc(NC(=O)Cn2c(N3CCN(c4ccccc4)CC3)nc(C)cc2=O)c1	-16%
COc1ccccc1Oc1coc2cc(OC(=O)c3cccs3)ccc2c1=O	-1%
NC(=O)NC(CC(=O)NC(Cc1ccccc1)c1ccccc1)c1ccccc1 (stereo not given)	15%
CC(C)c1noc([C@@H]2C[C@H](NS(=O)(=O)Cc3ccccc3)CN2C)n1	?
COc1cccc(CN2C[C@@H](F)[C@@H](OCc3nc4ncccc4[nH]3)C2)c1	?
Cc1ccc(C2CCCN2S(=O)(=O)c2ccc(C(C)(C)C)cc2)cc1 (stereo not given)	5%
Cc1cc(O)c(C(c2ccccc2)N2CCN(c3ccccc3)CC2)c(=O)n1Cc1ccco1 (stereo not given)	?
CC(=O)C(C(C)=O)c1cc(NS(=O)(=O)c2ccccc2)ccc1NS(=O)(=O)c1ccccc1	-8%
Cc1nc(C)c(CN2CCOC[C@H](Oc3ccc(S(C)(=O)=O)cc3)C2)s1	-15%[86.2 µM]
CN(C)C(=O)c1cc(=O)[nH]c2ccc(S(=O)(=O)Nc3ccc(F)cc3)cc12	20%
CC(=O)Nc1ccc(C2(C(=O)N3CCN(c4ccccc4)CC3)CCCCC2)cc1	5%
CSc1nc2n(n1)C(c1ccc(F)cc1)C1=C(CCCC1=O)N2 (stereo not given)	-2%
CC(C)N(Cc1ccccc1)C(=S)Nc1ccccc1F	-9%
COc1ccc(-c2cc(C(=O)Nc3c(C(=O)c4ccc(C)cc4)oc4ccccc34)no2)cc1	-13%
CCOC(=O)C(NC(=O)/C=C/c1ccc(OC(C)C)c(OC)c1)C(=O)OCC	124%[activator]
Cc1ccc(-c2noc(-c3cccnc3NC(C)c3ccc(C)cc3)n2)cc1 (stereo not given)	-20%
COc1ccc(OC)c(S(=O)(=O)N2CCN(Cc3ccc(C(F)(F)F)cc3)CC2)c1	-7%
COc1ccc(NC(=O)c2sc3nc4c(cc3c2N)CN(C(C)C)CC4)c(OC)c1	?
Nc1nc(NCc2ccccc2)sc1C(=O)c1ccc(F)cc1	-7%
CN(CCC1CCOCC1)C(=O)c1ccc(OC2CCN(C(=O)C3CC3)CC2)cc1	-15%
N#CC1=C(N)OC2=C(C(=O)CC(c3ccccc3)C2)C1Cc1ccccc1 (stereo not given)	-8%
CC(c1ccc(F)cc1)N(C)C(=O)c1ccc(S(=O)(=O)N(C)C)cc1 (stereo not given)	16%
CCc1ccccc1N(C(C)=O)c1nc(COc2ccc(Cl)cc2C(N)=O)cs1	12%
CN(C)C(=O)C(OC(=O)c1cc(-c2cccs2)nc2ccccc12)c1ccccc1 (stereo not given)	?
O=C(CN(C(=O)c1csnn1)c1cccc(Cl)c1)NC1CCCC1	-1%
CCOC(=O)c1c(NC(=O)Nc2ccc(C)cc2)sc2c1CCN(C)C2	?
O=C(Nc1cc(F)cc(F)c1)N1CCC(CCNC(=O)C2(c3ccccc3)CC2)CC1	-1%
Cc1cccc(C(=O)N2C(C(=O)NC(C)c3ccccc3)COC23CCC(C)CC3)c1 (stereo not given)	1%
O=C1CN(c2cc(Cl)cc(Cl)c2)C(=O)CN1/N=C/c1cccnc1	14%
COc1cc(C(=O)NCc2ccc3c(c2)CCN3C(=O)c2ccncc2)cc(OC)c1OC	-24%
Nc1nc(CCC(=O)N2CCC3(CCCNC3=O)C2)cs1 (stereo not given)	-4%
O=C(NCCN1CCCCC1)C1Cn2cccc2C(=O)N1Cc1ccccc1 (stereo not given)	-13%
Cc1cc(C)nc(NS(=O)(=O)c2ccc(NC(=O)c3nc(SC(C)C)ncc3Cl)cc2)n1	?
Oc1ccc(CSc2nc3ccccc3s2)c2cccnc12	-11%
O=C(CC(c1cccs1)N1Cc2ccccc2C1=O)Nc1ccc(F)c(F)c1 (stereo not given)	-13%
CCN(CC)c1ccc(C(=O)NNC(=S)NCCOC)cc1	-12%
Cc1cnc(C(=O)NC2C[C@H]3CC[C@@H](C2)N3C(=O)c2cc(F)cc(F)c2)cn1 (stereo not given in full)	1%
COC(=O)c1scc(-c2ccc(C)cc2)c1S(=O)(=O)N1CCN(c2ccc(OC)cc2)CC1	-15%
CC(C)CNc1nc2ccccc2nc1NS(=O)(=O)c1ccccc1	?
Cc1cc(C)c(/C=C/C(=O)Nc2sccc2C#N)cc1C	?
Cc1cc(C(=O)N2CCC(C3CCN(S(C)(=O)=O)CC3)C2)nn1C (stereo not given)	-9%
COc1ccc(-c2c3c(=O)n(C)c(=O)n(C)c3c3c(-c4cccc(C)c4)nc4ccccc4n23)cc1	20%[11.5 µM]
O=C(O)/C=C/c1ccsc1	-2%
O=C(O)C1CCCN(C(=O)c2ccc(C(F)(F)F)cc2)C1 (stereo not given)	-4%
COc1ccc(CCC(=O)N2CCN(C(=O)c3nnn4c3COC(c3ccc(C)cc3)C4)CC2)cc1 (stereo not given)	-16%

Reformatted as labelled records: part of the list above.
Cc1cnc(C(=O)NC2C[C@H]3CC[C@@H](C2)N3C(=O)c2cc(F)cc(F)c2)cn1 (stereo not given in full)
  KDM5B inhibitor: 1%
COC(=O)c1scc(-c2ccc(C)cc2)c1S(=O)(=O)N1CCN(c2ccc(OC)cc2)CC1
  KDM5B inhibitor: -15%

More compounds.
SMILES	KDM5B inhibitor
CC(=O)NC[C@H]1Cn2ccnc2CO1	-24%[149 µM]
Cc1nn(-c2ccc(C(C)C)cc2)c(C)c1[C@@H]1C=C[C@@H](NC(=O)NC2CCCCC2)C1	-15%[86.2 µM]
Cc1cc(C)n(CCc2c(-c3ccccc3)ncn2CCCc2cccnc2)n1	-7%
COc1ccc(S(N)(=O)=O)cc1C(=O)OCC(=O)N1CCCC(C)C1 (stereo not given)	-25%
CC(=O)Nc1ccc2nc(CN3CCN(Cc4ccc(F)cc4)C(CCO)C3)ccc2c1 (stereo not given)	?
CN1C(=O)[C@@H]2C[C@@H](CN2Cc2nccs2)Oc2ccccc21	-12%[86.2 µM]
COc1ccc(-c2noc(CC(=O)N(C)c3cc(Cl)c(OC)cc3OC)n2)cc1	-18%
CC(=O)c1ccc(NC(=O)CSCc2ccc(Cl)cc2Cl)cc1	2%
CC(=O)Nc1c(C)nn(-c2ccccc2)c1N1CCC(C(=O)Nc2cc(Cl)ccc2C)CC1	-4%
Cc1ccccc1NC(=O)N1CCC(CCNC(=O)c2ccnn2C)CC1	28%
COc1cc(-c2nc3ccccn3c2Nc2ccccc2C)ccc1O	?
O=C(COc1ccc(C2SCCS2)cc1)Nc1ccc(Cl)cc1	6%
O=C(O)CSc1ccc(F)cc1	30%
Cc1ccc(-c2c(NC(=O)c3ccco3)oc3ccc(Cl)cc3c2=O)cc1	4%
COc1ccc(-c2nc(C3CC3)nc3c2CCN(Cc2ccc(C(F)(F)F)cc2)CC3)cc1	50µM*
CC(C)(C)CC(=O)Nc1ccc([C@H]2OCC(=O)N(CCN)[C@@H]2CO)cc1	21%[86.2 µM]
CNC(=O)[C@@H]1C[C@H](Oc2cccnc2)CN1C(=O)c1cn[nH]c1-c1ccc(OC)cc1	-10%
Cc1cc(C)cc(N(CC(=O)NCc2ccccc2Cl)S(=O)(=O)c2c(C)[nH]c(=O)[nH]c2=O)c1	15%[11.5 µM]
O=C(c1ccc2c(c1)N(Cc1ccccc1F)C(=O)c1ccccc1S2(=O)=O)N1CCc2ccccc21	-9%
CC(C)Oc1ccc(C(=O)N2CCCN(S(C)(=O)=O)c3ccccc32)cc1	17%
CS(=O)(=O)N1CCC(C2CCN(C(=O)Cc3ccccc3F)C2)CC1 (stereo not given)	-7%
COc1ccccc1NC(=O)Cn1nnc(C(=O)NCc2ccc3c(c2)OCO3)c1N	-10%
Cc1ccc(-n2ncc(C(=O)NCc3ccccn3)c2C2CCN(C(=O)OC(C)(C)C)CC2)cc1C	-48%
Cc1ccc(S(=O)(=O)Nc2ccc(C)n(CC(=O)Nc3ccc(C)cc3C)c2=O)cc1	6%

Reformatted with each value named: four of the compounds above
CN1CCN(c2nc3c(c(=O)[nH]2)CCN(Cc2cc(F)ccc2F)CC3)CC1
  KDM5B inhibitor = -7%
O=C(COc1ccc(C2SCCS2)cc1)Nc1ccc(Cl)cc1
  KDM5B inhibitor = 6%
Cc1ccc(S(=O)(=O)Nc2ccc(C)n(CC(=O)Nc3ccc(C)cc3C)c2=O)cc1
  KDM5B inhibitor = 6%
CC(C)CNc1nc2ccccc2nc1NS(=O)(=O)c1ccccc1
  KDM5B inhibitor = ?

Further compounds follow:
SMILES	KDM5B inhibitor
CCc1nccc(-c2c(-c3ccccc3)ncn2CCN2CCCCC2CO)n1 (stereo not given)	?
Cc1cc2nc3n(c(=O)c2n1CC(=O)NC1CCCCC1)CCCC3	-1%
CCCCOc1ccc(Cn2c(=O)oc3ccccc32)cc1	40%&-5%[activator]
COc1cc(C(=O)Oc2ccc(C(C)=O)cc2)ccc1C	5%
Cc1nn(-c2ccc3nnc(C)n3n2)c2c1C(c1ccc(OCC(C)C)cc1)CC(=O)N2 (stereo not given)	3%
O=C(C1CC(=O)N(C2CC2)C1)N1CCCN(Cc2ccccn2)CC1 (stereo not given)	?
OC(c1cccc(C(F)(F)F)c1)c1nc(Nc2cccnc2)n[nH]1 (stereo not given)	-19%[86.2 µM]
Cn1cccc1-c1nc(-c2nnn3c2COC(c2ccc(Cl)cc2)C3)no1 (stereo not given)	-8%
CCn1c(COc2cc(C)cc(C)c2)nnc1SCC(=O)NC1CCCC1	15%
Cc1cccc(NC(=O)c2n[nH]c(=O)c3ccccc23)c1	-1%
COc1ccccc1/C=C/c1nc(C#N)c(N2CCN(C)CC2)o1	?
COc1cccc(-c2nc(CS(=O)(=O)CC(=O)N3CCOCC3)c(C)o2)c1	4%
N#Cc1ncn(CCC(=O)Nc2ccc(F)c(F)c2)n1	7%
Cc1ccc(C(=O)N2CC(Oc3ccc(F)cc3F)C2)cc1	5%[149 µM]
Cc1cc(Cl)ccc1S(=O)(=O)N1CCCC1c1nncn1Cc1ccncc1 (stereo not given)	-21%
CCn1nc(C)c(CN(CCOC)C(=O)C2COc3ccccc3C2)c1C (stereo not given)	4%
Cc1cccc(NC(=O)[C@@H]2CCCN2C(=O)OC(C)(C)C)c1	18%
COc1ccc(NC(=O)CN(C)C(=O)C(CCSC)NC(=O)c2ccccc2)cc1 (stereo not given)	29%
Cc1ccc(-n2ncc3c(Nc4ccccc4)ncnc32)cc1	-8%
Cc1c(C(=O)N2CCC(C)CC2)c(S(=O)(=O)NCCc2ccc(Cl)cc2)c(C)n1C	12%
COc1ccc(-n2nc(C3CCN([S+](=O)([O-])c4cccc(C(F)(F)F)c4)CC3)[nH]c2=O)cc1	-17%
COc1ccc(-c2nc(C#N)c(NC(C)C)o2)cc1	?
O=C(Nc1ccc(F)c(Cl)c1)Nc1csc2ccccc12	0%
CCOc1ccc(CCCC(=O)N[C@@H]2CCOC[C@H]2OC)cc1C	49%[activator]
O=C(CSc1nc(-c2ccc(Cl)cc2)cs1)N1CCCc2ccccc21	-5%
COc1ccc(C2=C(C(C)=O)Sc3nnc(-c4ccccc4)n3N2C(C)=O)cc1	?
COc1ccc(NC(=O)C2(c3cccs3)CCOCC2)cc1Cl	15%
Cc1cccc(NC(=O)CSc2nc3c([nH]c4ccccc43)c(=O)n2C)c1	?
Nn1c(SCC(=O)Nc2cccc(C(F)(F)F)c2)nnc1-c1cc(-c2ccc(Cl)cc2)n[nH]1	15%

In the list so far, four have a furan ring, fused or not:
SMILES	KDM5B inhibitor
COC[C@@H]1CN(C(=O)c2ccoc2C)C[C@H]1c1nc(C2CC2)no1	-11%
Cc1cc(O)c(C(c2ccccc2)N2CCN(c3ccccc3)CC2)c(=O)n1Cc1ccco1 (stereo not given)	?
COc1ccc(-c2cc(C(=O)Nc3c(C(=O)c4ccc(C)cc4)oc4ccccc34)no2)cc1	-13%
Cc1ccc(-c2c(NC(=O)c3ccco3)oc3ccc(Cl)cc3c2=O)cc1	4%
